Screening results: PubChem BioAssay, several laboratories
RAM inhibit: blocks the yeast RAM network; S. cerevisiae dse1pr::URA3 reporter, 5-FOA growth OD615, 2 d; analog-sensitive cbk1-as2 kinase mutant strain; inhibition, % at 50 µM; 190,000 tested, 1.8% active; AID 868;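 active = inhibition above a set limit, 3 SD over mean compound inhibition, cut at about 8.4% in these data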;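 note: 0% = DMSO-only wells with no growth and 100% = 10 µM 1-NA-PP1 full growth; inhibition rescues growth on 5-FOA so higher OD means more RAM inhibition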
STAT1 inh: inhibitors of IFN-gamma induced STAT1 signaling | 200,000 tested, 0.35% active | NIH 3T3 STAT1-luciferase reporter, luminescence | inhibition, % at 5.5 µM;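 active = inhibition above a set limit, the mean inhibition across all tested compounds plus 3 SD, cut at about 34% in these data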;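 note: 0% = IFN-gamma with DMSO and 100% = IFN-gamma with 300 µM nifuroxazide; values of inactives mirror those of a sister screen read the other way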
STAT3 inh: reduces IL-6 driven STAT3 reporter signal; U3A cells, IL-6 STAT3-luciferase reporter, luminescence; host cell line lacks STAT1; inhibition, % at 5.5 µM; AID 862; 190,000 tested, 0.89% active;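 active = inhibition above the mean inhibition across all screened compounds plus 3 SD, cut at about 44% in these data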;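 note: 0% = DMSO only wells and 100% = 100 µM nifuroxazide control wells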
PPARg SRC-1 ag: PPARgamma-driven SRC-1 recruitment agonism; 200,000 tested, 0.41% active; PPARgamma-SRC-1 coactivator recruitment biochemical assay; activation, % at 8 µM; in the data active = activation above about 19%;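 note: 0% = DMSO and 100% = reference agonist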
Target sequence (P37231 whole entry, looked up): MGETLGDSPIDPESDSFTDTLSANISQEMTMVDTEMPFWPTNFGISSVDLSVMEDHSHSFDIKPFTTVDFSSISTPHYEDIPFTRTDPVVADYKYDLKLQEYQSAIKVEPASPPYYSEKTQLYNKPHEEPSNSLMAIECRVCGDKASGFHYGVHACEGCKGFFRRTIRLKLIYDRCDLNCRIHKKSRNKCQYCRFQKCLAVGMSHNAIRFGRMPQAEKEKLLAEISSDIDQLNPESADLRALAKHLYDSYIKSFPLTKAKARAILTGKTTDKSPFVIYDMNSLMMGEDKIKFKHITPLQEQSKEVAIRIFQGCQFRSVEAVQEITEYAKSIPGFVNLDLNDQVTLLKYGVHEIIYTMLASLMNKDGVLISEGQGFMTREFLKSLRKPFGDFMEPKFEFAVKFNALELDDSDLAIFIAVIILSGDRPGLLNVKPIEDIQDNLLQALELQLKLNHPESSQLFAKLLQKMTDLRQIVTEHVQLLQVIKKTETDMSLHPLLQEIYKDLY
STAT3 activator: STAT3 signaling activation; U3A cells, IL-6 STAT3-luciferase reporter, luminescence; 100% = signal with IL-6 EC80 alone; activation (% of control), % at 5.6 µM; 190,000 tested, 0.91% active; AID 871;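 active = activation above the screen-wide mean of compound activation plus 3 SD, cut at about 130% in these data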;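 note: 0% = background luminescence of wells with medium and substrate only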
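Test system: Human STAT1-deficient U3A cells with stable STAT3-luciferase reporter | Also added: Interleukin-6, 33 ng/mL | Timing: Compound pre-incubation 1 h before IL-6, then 6 h stimulation at 37 °C | Technique: Luciferase reporter luminescence | Read-out: Percent of IL-6-only median luminescence | Benchmarks: IL-6-only wells as 100% reference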
PPARg SRC3 recr: promotes SRC-3 coactivator recruitment by human PPARgamma. P37231. biochemical PPARgamma/SRC-3 coactivator recruitment assay. activation, % at 8 µM. 200,000 tested, 0.26% active; in the data active = activation above about 23%;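 note: 0% = DMSO and 100% = reference agonist; some compounds past the cut are filed as inactive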
PPARg SRC2 recr: promotes SRC-2 coactivator recruitment by human PPARgamma; P37231; PPARgamma LBD-SRC-2 recruitment, biochemical; activation, % at 8 µM; 200,000 tested, 0.34% active; in the data active = activation above about 22%;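 note: 0% = vehicle and 100% = reference agonist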
S1P3 antagonist: blocks the human S1P3 receptor; Q99500; CHO S1P3 NFAT-BLA reporter, FRET fluorescence, antagonist mode; inhibition, % at 4.98 µM; 170,000 tested, 0.27% active; AID 485;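 active = inhibition above the plate cutoff, the mean inhibition of test wells on that plate plus 3 SD, cut at about 28% in these data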;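 note: cells challenged with S1P at its EC80 of 0.8 µM; blue over green emission ratio from cleaved BLA substrate after 4 h stimulation; 0% = S1P-stimulated wells and 100% = unstimulated DMSO-only wells; some compounds past the cut are filed as inactive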
Target sequence (Q99500 whole entry, looked up): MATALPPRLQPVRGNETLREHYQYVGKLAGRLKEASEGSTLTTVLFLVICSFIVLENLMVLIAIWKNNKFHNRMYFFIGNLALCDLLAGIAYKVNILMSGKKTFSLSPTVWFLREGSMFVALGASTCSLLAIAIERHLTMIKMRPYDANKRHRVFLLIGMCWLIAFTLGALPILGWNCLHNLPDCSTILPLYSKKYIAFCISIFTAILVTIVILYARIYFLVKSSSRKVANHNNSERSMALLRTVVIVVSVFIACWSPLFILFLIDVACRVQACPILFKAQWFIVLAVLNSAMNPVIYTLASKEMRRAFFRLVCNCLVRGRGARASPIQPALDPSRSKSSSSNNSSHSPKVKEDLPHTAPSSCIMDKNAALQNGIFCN
ROMK mod: modulators of human ROMK potassium channel. AID 1918. P48048. Tet-inducible ROMK, thallium flux fluorescence; actives lie on both sides. 130,000 tested, 2% active. B-score at 10 µM;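 active = signal ratio slope over the read window, or its plate-corrected B-score, at least 3 SD from the plate mean, either direction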;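 note: B-score of the F/F0 ratio slope over 7 to 12 s after thallium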
TLR4-MyD88 BLA: inhibitors of human TLR4-MyD88 binding; HeLa CL3-4 TLR4/MyD88 BLA complementation, FRET ratio; inhibition, % at 8.4 µM; 200,000 tested, 0.18% active; O00206+Q99836; in the data active = inhibition above about 25%;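 note: 0% = vehicle and 100% = reference inhibitor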
TR-FRET SRC-2 ct: counter-screen for PPARgamma SRC-2 recruitment agonists: TR-FRET artefact; active compounds read high; TR-FRET ratio at 8 µM; 200,000 tested, 0.4% active; AID 1049; in the data active = TR-FRET ratio above about 2000; note: inactives centre near 1500
Active calls of the source: *; . = no result given.

SMILES	RAM inhibit	STAT1 inh	STAT3 inh	PPARg SRC-1 ag	STAT3 activator	PPARg SRC3 recr	PPARg SRC2 recr	S1P3 antagonist	ROMK mod	TLR4-MyD88 BLA	TR-FRET SRC-2 ct
Cc1c(C=O)c2ccccc2n1CC(=O)NC(C)c1ccccc1 (configuration not stated)	0.0	15	-10	-6	115	3	-1	-19	.	-5	1593
CC(Oc1ccc(Br)cc1)C(=O)NCc1ccccn1 (configuration not stated)	0.9	-3	0	2	102	2	8	8	-0.31	-2	1522
O=[N+]([O-])/C(C(Cl)=C(Cl)Cl)=C(\Sc1ccccc1)N1CCCCC1	2.0	2	-2	-3	105	4	-5	-8	-2	-5	1448
Cc1ccc(C)n1C(Cc1ccccc1)C(=O)O (configuration not stated)	2.3	2	2	3	106	0	0	3	.	5	1434
O=C1N/C(=C/c2cccs2)C(=O)N1Cc1ccccc1F	4.0	1	-3	2	105	-1	2	-12	-0.53	4	1571
CC(=O)NC(Cc1ccccc1)C(=O)N1CCN(C(=O)c2ccco2)CC1 (configuration not stated)	0.4	3	4	5	100	-1	1	.	0.96	-2	1705
CN(C)c1ccc(/C=N/n2cnn(Cc3ccccc3Cl)c2=S)cc1	1.4	-29	16	10	92	2	6	-2	0.0048	5	1766
COc1cc(NC(=S)N2CCCCC2C)cc(OC)c1OC (configuration not stated)	1.5	1	6	1	102	1	-1	0	-0.13	-12	1588
Cc1ccc(-c2cc(C(=O)NCc3ccccn3)no2)cc1	3.2	-13	5	3	98	-1	16	9	0.52	8	1487
Clc1ccc(-n2ncc3c(NCc4ccccn4)ncnc32)cc1	7.1	-55	1	-1	103	-4	-13	.	0.059	-11	1441
O=C(CCc1c[nH]c2ccccc12)Nc1ccc(S(=O)(=O)Nc2ncccn2)cc1	2.4	-9	1	-4	102	1	-3	-17	0.8	-4	1442
Cc1cccc(Nc2ccc([N+](=O)[O-])cc2C(=O)O)c1	4.0	-7	-10	-1	104	3	6	-3	.	7	1516
CCCSc1nsc(NC(=O)c2cccnc2OCC)n1	3.2	-13	0	1	102	3	-3	-20	0.23	3	1654
CN(C)c1ccc(/C=[N+](\[O-])C2SC(=S)N(C)C2(C)C)cc1 (configuration not stated)	-1.1	0	8	2	103	3	-1	-5	.	-8	1559
CCN(CC)S(=O)(=O)c1ccc2oc(SCC3CN=C(c4ccc(OC)cc4)S3)nc2c1 (configuration not stated)	4.7	2	4	6	99	3	0	-3	-0.31	0	1489
CCCCOc1ccc(C(CC(=O)NC)C(=O)O)cc1 (configuration not stated)	0.1	-2	-11	2	107	-2	-4	.	0.35	15	1451
CCOC(=O)C1(Cc2ccccc2C(F)(F)F)CCN(C2CCSC2)CC1 (configuration not stated)	1.8	-3	-2	5	105	4	6	-10	0.42	3	1559
CC1=C(C(=O)Nc2ccccc2)C(c2ccc(N(C)C)cc2)NC(=O)N1 (configuration not stated)	0.1	-7	2	-4	107	-9	-4	-3	.	12	1418
Cc1cccn2c(CN3CCCC(c4ccccc4)C3)c(C(=O)N3CCOCC3)nc12 (configuration not stated)	-1.6	-7	6	2	98	0	9	11	-1	-8	1544
Cc1ccc(OCc2nnc(SC3CCc4ccccc4C3=O)n2C)cc1 (configuration not stated)	1.8	-5	-53	-1	144*	3	1	-1	-0.11	-13	1587
CCOC(=O)C(C)(C)C(=O)C(C)(C)C(O)c1ccccn1 (configuration not stated)	2.9	-4	-2	5	103	11	3	11	0.72	-8	1637
Cc1ccccc1C(=O)N1CCN=C1SCc1ccc([N+](=O)[O-])cc1	1.4	5	5	4	101	-1	-4	-17	-1.1	-2	1418
COc1ccc(C(=O)COC(=O)c2ccco2)cc1	-0.1	-18	-2	3	108	11	1	-2	-0.28	-1	1480
O=C(O)C1CCCN(S(=O)(=O)c2cccs2)C1 (configuration not stated)	0.2	5	6	10	97	7	12	.	1.3	-17	1613
COc1ccc(CCC(=O)N(C)CC(=O)Nc2cc(C)ccc2C)cc1	1.4	2	2	-2	101	0	7	0	0.46	0	1640
Cc1nnc2n(c1=O)N=C(c1ccc(Cl)cc1)CS2	1.4	-36	-20	0	114	-5	-7	-5	0.22	9	1638
C(=C\c1nc(N2CCCCCC2)c2ccccc2n1)/c1ccccc1	-0.9	-9	-9	-5	103	5	-3	-5	.	-9	1484
COc1ccc(-c2cnnn2-c2ccc(NC(=O)c3ccc(S(=O)(=O)N4CCCCC4)cc3)cc2)cc1OC	4.4	9	-12	8	113	7	3	6	0.34	2	1501
Cc1cccc(NC(=O)c2cccc3c2C(=O)c2ccccc2-3)c1	4.4	5	-34	-4	128	-12	-4	.	.	13	1330
CCOc1ccc(N2C(=O)CC(N3CCC(O)(c4ccc(Br)cc4)CC3)C2=O)cc1 (configuration not stated)	-0.7	5	16	-2	92	-9	2	.	0.065	5	1389
O=C(Nc1ccc(C(=O)O)cc1)/C(=C\c1cccc([N+](=O)[O-])c1)NC(=O)c1ccc(Br)o1	3.1	2	8	6	97	2	9	-3	0.13	4	1508
COc1ccc(CCN2C(=O)C3CC(C)=C(C)CC3C2=O)cc1OC (configuration not stated)	1.3	10	-4	5	105	2	12	.	.	-15	1780
COc1ccc(S(=O)(=O)NCC(c2cccnc2)N2CCN(c3ccccc3)CC2)cc1C (configuration not stated)	0.1	3	-12	-2	109	-15	-1	.	-0.092	3	1483
CCOc1ccc(NC2c3ccccc3C(=O)N2c2ccc(Cl)cn2)cc1 (configuration not stated)	1.6	-2	-5	3	105	-2	0	-10	.	9	1538
O=C(NC1(C(F)(F)F)N=C2SCCN2C1=O)C1CCCCC1 (configuration not stated)	2.1	-3	8	6	98	14	1	-32	.	-7	1494
C#CCn1c(=NC(=O)c2cccs2)sc2cccc(OCC)c21	2.5	-5	18	5	91	6	-5	.	.	-12	1552
Cc1cc(-c2n[nH]c(=S)n2-c2ccc(F)cc2)nn1C	0.9	-5	14	5	97	4	4	-8	-0.018	-17	1713
CCC(=O)Nc1cnc(NC(=O)c2cccc(F)c2)cc1C	1.6	-46	3	-2	97	9	0	.	-0.14	-4	1515
Cc1cc(C)cc(NC(=O)CN2CCc3ccccc3C2)c1	0.5	5	9	-2	96	1	8	.	.	20	1533
COc1ccc(N(C(=O)C(C)C)S(=O)(=O)c2cccc3cccnc23)cc1	1.4	-1	-3	6	100	2	0	-6	0.093	-8	1488
CC(C)c1nnc(NC(=O)CCC(=O)NCc2ccc3c(c2)OCO3)s1	0.9	-2	9	5	96	5	7	10	.	-4	1626
O=C(O)CCC(=O)N1CCN(c2ccccn2)CC1	0.9	8	8	6	95	13	3	-9	.	-10	1868
CCOc1cccc(-c2nn3c(-c4cc(C)[nH]n4)nnc3s2)c1	3.4	-4	28	7	78	-4	3	-3	-0.83	3	1735
FC(F)(F)c1ccccc1CN1CCN(C2CCCCCC2)CC1	0.4	7	15	5	89	0	1	0	.	7	1552
COc1ccccc1NC(=O)Cn1nnc(-c2ccccc2NC(=O)c2ccco2)n1	2.2	3	9	-7	92	-2	-3	2	.	-13	1529
Cc1c(NC(=O)c2ccc(COc3ccc4ccccc4c3)o2)c(=O)n(-c2ccccc2)n1C	1.6	10	12	6	92	4	3	-17	.	3	1622
Cc1[nH]nc2c1C1(CCOC1C)C(C#N)=C(N)O2 (configuration not stated)	2.5	5	-1	3	102	2	6	-16	-0.13	-9	1517
O=C(CN1CCC(NC(=O)c2ccccc2)CC1)NCc1ccccc1F	0.6	3	-6	-1	109	8	-5	-1	.	4	1615
COc1ccc(CCNC(=O)c2ccc(-c3ccc([N+](=O)[O-])cc3Cl)o2)cc1OC	3.1	6	-3	6	98	1	5	-5	.	-5	1590
COC(=O)Cn1c2ccc(F)cc2c2nc(C)sc21	-0.2	10	10	6	96	4	2	-21	-0.37	14	1716
CNC(=O)c1sc(-c2ccccn2)nc1C	0.4	0	15	12	91	9	6	-12	-0.019	-7	1606
CC1=CN2C(=N)/C(=C\c3cn(CCCOc4ccccc4)c4ccccc34)C(=O)N=C2S1	2.5	-3	-10	6	104	-4	-5	1	.	-3	1430
Cc1ccc(S(=O)(=O)N(CCO)c2cc3c(s2)CCCC3)cc1	2.0	1	10	0	96	-6	7	-19	.	-2	1588
O=C(NNc1ccnc2cc(Cl)ccc12)C1CCCCC1	1.2	36*	76*	10	39	4	-4	9	0.17	3	1576
CC(=O)C1=C(O)CCC1=N	3.0	-7	6	1	100	-1	2	16	.	5	1529
O=C(O)c1ccc(N2C(=O)CC(N3CCC(c4nc5ccccc5[nH]4)CC3)C2=O)cc1 (configuration not stated)	-0.5	5	-8	-2	106	-3	5	-9	-0.15	4	1432
O=C(NC1=NCCS1)c1cccs1	2.6	2	-1	5	105	-3	1	-17	0.21	-3	1477
Cc1c(-c2n[nH]c(=S)n2-c2ccc(Br)cc2)nnn1-c1ccc(Cl)cc1	7.6	0	24	9	87	8	6	-5	-0.36	-2	1526
CCc1nnc(NC(=O)/C=C/c2ccc(C)o2)s1	3.4	-19	-2	5	100	1	8	-6	0.04	2	1626
CCn1c(SCc2nc3cc(OC)c(OC)cc3c(=O)[nH]2)nnc1-c1ccncc1	0.7	10	9	-2	100	3	5	2	.	-5	1479

Following part:
SMILES	RAM inhibit	STAT1 inh	STAT3 inh	PPARg SRC-1 ag	STAT3 activator	PPARg SRC3 recr	PPARg SRC2 recr	S1P3 antagonist	ROMK mod	TLR4-MyD88 BLA	TR-FRET SRC-2 ct
Cc1cc2oc(C(=O)Nc3ccc(S(=O)(=O)Nc4nccs4)cc3)cc(=O)c2cc1Cl	3.4	-3	-12	-3	109	-5	-2	-30	0.56	-2	1517
Nc1cccc(-c2nnc3n2CCCCC3)c1	0.5	-3	8	7	95	0	3	-7	-0.28	-7	1559
CCOc1cc(C(=O)Nc2ccc(S(=O)(=O)Nc3cc(C)on3)cc2)cc(OCC)c1OCC	1.7	1	1	5	100	12	8	4	-0.28	2	1659
Cn1c(=O)c2c(nc(CN3CCN(c4ccccc4)CC3)n2CCCc2ccccc2)n(C)c1=O	.	3	1	5	102	9	17	-27	-1.5	1	1550
N#C/C(=C/c1ccc(-c2cc(C(=O)O)cc(C(=O)O)c2)o1)c1nc2ccccc2s1	3.7	2	13	8	92	5	-2	-28	-2.5	3	1421
C=CCn1c(SCc2cc(C(=O)OC)c(C)o2)nnc1-c1ccncc1	1.2	5	7	-3	99	0	8	-14	.	-4	1412
CCNC(=O)n1nccc1C(C)Oc1ccc(Cl)cc1 (configuration not stated)	-0.4	-2	14	7	91	9	-5	.	.	-5	1557
